# Screening results as filed in PubChem BioAssay.
# AmpC detergent – blocks E. coli AmpC beta-lactamase in detergent assay; P00811; AmpC hydrolysis of nitrocefin, absorbance 480 nm, 0.01% Triton; Potency, µM (doses to about 114 µM), inactives show at the top dose activity change, negative = inhibition, hits mostly inhibitors; 370,000 tested, 0.041% active; active = well fitted inhibition curve with a large enough effect; inconclusive = small, poorly fitted or top-dose-only effect;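 note: potency is the fitted concentration of half-maximal effect; 0% = no-compound wells and -100% = no-enzyme wells; nearly all actives have a fitted effect of over 25% in size; some results filed as inactive show a strong effect at the top dose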
# Target sequence (P00811 whole entry, looked up): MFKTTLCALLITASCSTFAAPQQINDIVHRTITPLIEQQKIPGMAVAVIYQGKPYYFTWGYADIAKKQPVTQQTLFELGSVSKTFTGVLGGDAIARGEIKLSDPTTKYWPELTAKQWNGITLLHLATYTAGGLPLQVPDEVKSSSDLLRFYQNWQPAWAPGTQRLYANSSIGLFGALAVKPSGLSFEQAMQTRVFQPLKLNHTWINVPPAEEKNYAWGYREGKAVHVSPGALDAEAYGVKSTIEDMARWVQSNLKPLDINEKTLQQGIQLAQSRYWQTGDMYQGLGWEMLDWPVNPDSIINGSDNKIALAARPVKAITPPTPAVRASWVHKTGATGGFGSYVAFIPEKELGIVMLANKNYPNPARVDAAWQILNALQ
#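 20 mM phosphate pH 7.0 + 0.01% (detergent screen) or 0.0001% Triton X-100; 5.3 nM AmpC reagent; cpd preinc 15 min RT; nitrocefin (800 uM stock) to start; A480 q20 s × 4 min; Activity was normalised to no-enzyme and no-compound control wells.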
# HCMV antiviral – inhibitors of human cytomegalovirus; HFF cells, HCMV-luciferase reporter, 72 h; stronger effect = lower value; activity change, negative = inhibition, % at 57.5 µM; 410,000 tested, 4.5% active; in the data active = activity change below about -60%; inconclusive = no clear call, values can overlap the other calls; inactive = above about -39%
#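 Human foreskin fibroblasts infected with luciferase-reporter HCMV at MOI 1 PFU/cell, compounds at two doses. Luciferase measured 72 h post infection; normalized to buffer-only basal and Salinomycin (10uM) controls.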
# * marks the source's active call; other numbers are inactive results; ? = inconclusive. Unless noted, % is set by controls: 0 for no effect and ±100 for the full control effect.
# Below each SMILES – AmpC detergent, HCMV antiviral
(1) Cc1cc(C)c(NC(=O)Cn2c(=O)n(-c3ccc(F)cc3)c(=O)c3c(C)c(C(=O)N(C)C)sc32)c(C)c1
  -6%, 13
(2) COc1ccccc1CNC(=O)CN1C(=O)CCc2cc(S(=O)(=O)N3CCCCC3)ccc21
  ?, -24
(3) CC(C)Oc1ccc(CNC(=O)C2CCCCN2S(=O)(=O)c2ccc(F)cc2)cc1 (stereo not given)
  4%, -16
(4) CCc1ccc(-n2c(=O)c3c4c(sc3n(CC(=O)N3CCC(C)CC3)c2=O)CCC4)cc1
  2%, -6
(5) Fc1ccc2c(c1)-c1nc(-c3ccccc3)cc(-c3ccccc3)c1CO2
  3%, -19
(6) COc1ccc(NC(=O)Cn2c(SCc3c(F)cccc3Cl)nc3ccncc32)cc1OC
  23%, 2
(7) CCOc1ccccc1NC(=O)C1=C(C)Nc2ncnn2C1c1ccc(NC(C)=O)cc1 (stereo not given)
  -5%, 5
(8) O=C(CC1C(=O)N(c2ccc(F)cc2)C(=O)N1Cc1cccnc1)Nc1ccc(F)cc1 (stereo not given)
  -1%, -8
(9) COc1ccc(Cn2c(CNS(=O)(=O)c3ccc4c(c3)CCCC4)nc3cccnc32)cc1
  0%, 1
(10) CCOc1ccccc1C(=O)Oc1c(S(=O)(=O)c2ccc(C)cc2)c(C)nn1-c1ccccc1
  13%, 18
(11) Oc1ccc(NCc2ccccc2OCc2ccccc2Cl)cc1
  3%, ?
(12) Cc1cccc(Cc2cnc(NC(=O)c3ccc4c(c3)CC(c3ccccc3)OC4=O)s2)c1 (stereo not given)
  14%, 3
(13) COc1cccc(NC(=O)CN(CCc2ccccc2)S(=O)(=O)c2ccc(Cl)cc2)c1
  -3%, 3
(14) CCOc1ccc2nc(NC(=O)c3cccn(Cc4ccc(C)cc4)c3=O)sc2c1
  -8%, -2
(15) O=C(Nc1ccccc1C(F)(F)F)N1CC=C(c2c[nH]c3ccccc23)CC1
  1%, 0
(16) COc1ccc(Cl)cc1-n1nnc(-c2nc(-c3ccccc3)no2)c1C
  -3%, -6
(17) COc1cccc(-n2ccn(CC(=O)NCc3ccc(C)cc3)c(=O)c2=O)c1
  0%, -17
(18) Cc1cccc(OCC(=O)Nc2c(C(=O)N3CCN(c4ccccc4)CC3)oc3ccccc23)c1
  21%, -33
(19) Cc1ccc2[nH]c(=O)c3cc(C(=O)NCCc4ccc(Cl)cc4)sc3c2c1
  7%, -11
(20) COc1ccc(SCc2cc(=O)c3cc(Cl)ccc3[nH]2)cc1
  15%, ?
(21) COc1ccc(NC(=O)c2c(-c3ccc(C)cc3)nnc3ccccc23)c(OC)c1
  1%, 0
(22) COc1ccc(OC)c(CNC(=O)Cc2ccc(NC(=O)N3CCSc4ncccc43)cc2)c1
  -4%, 0
(23) Cc1nc2c(C(=O)NCCc3ccc(Cl)cc3)c[nH]n2c(=O)c1Cc1ccc(Cl)cc1
  16%, 40
(24) CC(=O)c1cc(-c2ccc(F)cc2)n(CCC(=O)NCc2ccccc2C)c1C
  12%, 18
(25) COc1cccc(Nc2nc3ccc(C(=O)c4ccccc4)cc3n3c(C)nnc23)c1
  12%, -2
(26) CCOc1cc(C(=O)Nc2c(NC)c3ccccc3oc2=O)cc(OCC)c1OCC
  13%, 10
(27) Cc1ccc(-n2ncc(C(=O)NCc3ccccc3C)c2-n2cccc2)cc1
  7%, ?
(28) CCOc1ccc2nc(C)cc(Nc3ccccc3OCC)c2c1
  10%, ?
(29) Cc1c(NC(=O)C(F)(F)F)ccc2nc3c(=O)n(C)c(=O)n(C)c3nc12
  11%, -37
(30) CN(C)CCNC(=O)C1CCN(Cc2cc3ccccc3n2Cc2ccccc2)CC1
  -4%, -101*

# Filtered by structure, those above with a CF3 group.
# Below each SMILES – AmpC detergent, HCMV antiviral
(15) O=C(Nc1ccccc1C(F)(F)F)N1CC=C(c2c[nH]c3ccccc23)CC1
  1%, 0
(29) Cc1c(NC(=O)C(F)(F)F)ccc2nc3c(=O)n(C)c(=O)n(C)c3nc12
  11%, -37

# The listing continues:
# Below each SMILES – AmpC detergent, HCMV antiviral
(31) Cc1cccc(C)c1NC(=O)Cn1c(SCC(=O)NCc2ccccc2)nc2ccccc21
  1%, -5
(32) O=C(c1ccc2c(c1)N(Cc1cccc(Cl)c1)C(=O)c1ccccc1S2(=O)=O)N1CCC(Cc2ccccc2)CC1
  10%, ?
(33) Cc1nnc(N2C(=O)c3oc4ccccc4c(=O)c3C2c2cccc(OCCC(C)C)c2)s1 (stereo not given)
  6%, -3
(34) COc1ccc(-c2noc(-c3ccc(N4CCN(c5ccccc5)CC4)c([N+](=O)[O-])c3)n2)cc1
  -3%, 7
(35) CC1=C(c2ccc(F)cc2)S(=O)(=O)N=C1N1CCC(C(=O)NCCc2ccccc2)CC1
  6%, 1
(36) CCCCN(CC)C(=O)c1cc2c(=O)n3cccc(C)c3nc2n1C
  19%, ?
(37) COc1ccc(N2CCN(C(CNC(=O)C(=O)NCc3cccnc3)c3cccnc3)CC2)cc1 (stereo not given)
  -2%, -3
(38) Cc1ccc(OCC(=O)N2CCN(CCc3ccncc3)CC2)cc1C
  8%, 16
(39) CCOC(=O)c1c(C)[nH]c(CCC(=O)NCCCN2CCN(c3cc(C)ccc3C)CC2)c1C
  -2%, ?
(40) COc1ccccc1NC(=O)C1CCN(S(=O)(=O)c2cn(C)cn2)CC1
  -4%, 49
(41) COc1ccc(C2=NN(C(C)=O)C(c3cn(-c4ccccc4)nc3-c3cccs3)C2)cc1 (stereo not given)
  1%, -20
(42) CSc1cccc(Nc2cc(C(=O)NC3CCCCC3)c3ccccc3n2)c1
  1%, -4
(43) CC(C)c1ccc(S(=O)(=O)c2nnn3c2nc(NCCc2ccccc2)c2sccc23)cc1
  -4%, 10
(44) Cc1nn(S(=O)(=O)c2ccc(C(C)C)cc2)c(C)c1S(=O)(=O)N1CCCCCC1
  5%, 8
(45) CC(C)CCN(Cc1ccco1)C(=O)c1cc2c(s1)-c1ccccc1OC2
  -11%, -21
(46) Cc1cccc(OCC(=O)Nc2ccc(Cl)c(-c3nc4ccccc4[nH]3)c2)c1
  3%, ?
(47) COCCNC(=O)c1sc2nc3n(c(=O)c2c1C)CCC3
  18%, 5
(48) CCOC(=O)N1CCN(C(=O)c2cnn(-c3cccc(C)c3)c2-n2cccc2)CC1
  1%, 0
(49) Cc1ccc(S(=O)(=O)c2nnn3c2nc(NC2CCCCC2)c2sccc23)cc1C
  7%, -92*
(50) CC(C)c1ccc(NC(=O)c2cc3sc(Cl)cc3n2C)cc1
  1%, 35
(51) COc1ccc(NC(=O)Cn2c(=O)n(CCc3ccccc3)c(=O)c3ccccc32)cc1
  15%, 26
(52) COC(=O)c1cc(NC(=O)Cn2nc(-c3ccccc3)c3c(c2=O)CCCC3)cc(C(=O)OC)c1
  -9%, -6
(53) CCOC(=O)c1cc(-c2ccc(OC)cc2)n(CCC(=O)NC2CCC(C)CC2)c1C (stereo not given)
  9%, 71
(54) O=C(CSc1nc2c(oc3ccccc32)c(=O)n1Cc1ccco1)Nc1ccccc1Cl
  16%, 9
(55) CCCCCn1cc2c(c1-c1ccc(Br)cc1)c(=O)n(C)c(=O)n2C
  17%, -8
(56) COc1ccc(C2=C(C)C(N3CCN(c4ccc(OC)cc4)CC3)=NS2(=O)=O)cc1
  24%, ?
(57) Cc1ccccc1NC(=O)c1c(NC(=O)C(C)Oc2cccc(Cl)c2)sc2c1CCCC2 (stereo not given)
  -5%, 32
(58) Cc1cccc(C)c1NC(=O)c1c(C)oc2c1C1=NCCN1C=N2
  23%, 0
(59) CCOc1ccccc1NC(=O)c1cc(S(=O)(=O)NC2CCCC2)ccc1F
  11%, -28
(60) CCOc1c(CC2C(=O)Nc3ccc(Br)cc32)cccc1OC (stereo not given)
  3%, -20
(61) Cc1cc(Nc2ccc(F)cc2)nc(-n2nc(C)cc2C)n1
  -6%, -83*
(62) COc1ccc(-c2cc(C(F)(F)F)nc(SCCC(=O)Nc3ccc(OC)c(OC)c3)n2)cc1
  27%, ?
(63) COc1cc(OC)c(NC(=O)Cn2c(=O)cc(C)c3c(C)nn(-c4ccc(C)cc4)c32)cc1Cl
  9%, 16
(64) CCc1ccc(/C=C(/C#N)c2nc(-c3ccc(C)cc3)cs2)cc1
  0%, -18
(65) COc1ccc(C(=O)N2CCC(c3c[nH]c4ccccc34)(c3c[nH]c4ccccc34)CC2)cc1
  18%, 19
(66) COc1ccc(-n2nc(C(=O)Nc3ccc(C(C)=O)cc3)nc2-c2ccccc2)cc1
  25%, -3
(67) Cc1cccc(-c2nc(Cn3c(=O)cc(-c4ccccc4)c4c(C)nn(C)c43)c(C)o2)c1
  17%, 2
(68) CCc1cccc(CC)c1NC(=O)CCS(=O)(=O)c1ccc(Br)s1
  15%, -8
(69) COc1ccc(C2c3c(n(C)c4ccccc34)C(=O)N2CC(=O)Nc2ccccc2F)cc1 (stereo not given)
  9%, 0
(70) O=C(Nc1cccc(Cl)c1)c1ccc(F)c(S(=O)(=O)N2CCC3(CC2)OCCO3)c1
  -2%, 0
(71) CCOc1ccc(NC(=O)c2c(C)nn(-c3ccc(F)cc3)c2-n2cccc2)cc1
  -3%, 2
(72) COc1ccc2c(c1)c1c(c(=O)n(-c3ccc(OC)c(OC)c3)c(=O)n1Cc1ccccc1F)n2C
  18%, 2
(73) CCOc1ccc(OCC)c(NC(=O)C2CCN(c3nnc(-n4cccc4)s3)CC2)c1
  11%, 0
(74) CC(=O)N1c2ccc(S(=O)(=O)N3CCN(c4cc(Cl)ccc4C)CC3)cc2CC1C (stereo not given)
  4%, -22
(75) COc1ccc(N2CC(NC(=O)/C=C\c3ccccc3)CC2=O)cc1OC (stereo not given)
  -1%, -4

# Three compounds picked at random from the list so far, as already listed:
# Below each SMILES – AmpC detergent, HCMV antiviral
(65) COc1ccc(C(=O)N2CCC(c3c[nH]c4ccccc34)(c3c[nH]c4ccccc34)CC2)cc1
  18%, 19
(69) COc1ccc(C2c3c(n(C)c4ccccc34)C(=O)N2CC(=O)Nc2ccccc2F)cc1 (stereo not given)
  9%, 0
(62) COc1ccc(-c2cc(C(F)(F)F)nc(SCCC(=O)Nc3ccc(OC)c(OC)c3)n2)cc1
  27%, ?

# (next part)
# Below each SMILES – AmpC detergent, HCMV antiviral
(76) Cc1ccc(NC(=O)N2CCC(CN3CCCC3)CC2)c(C)c1
  -4%, -38
(77) CC(=O)c1ccc(N2CCN(C(=O)c3cc4cc5cc(C)ccc5nc4s3)CC2)cc1
  23%, 4
(78) CC1CN(C(=O)N2CCC(C(=O)NCCCc3ccccc3)CC2)c2cc(Cl)ccc2O1 (stereo not given)
  0%, -7
(79) COc1cc(NC(=O)C(CC(C)C)N2Cc3ccccc3C2=O)cc(OC)c1 (stereo not given)
  -1%, 11
(80) Cc1cn(C)c(CC(=O)N2CCN(c3ccccc3F)CC2)c1C(=O)O
  5%, 0
(81) COc1ccc(NC(=O)Cn2nnc3sc4c(c3c2=O)CCC(C)C4)c(OC)c1 (stereo not given)
  20%, -6
(82) Cc1c(Cl)cccc1-n1ncc(C(=O)Nc2ccc3c(c2)OCCO3)c1C1CCN(C(=O)OC(C)(C)C)CC1
  -3%, -82*
(83) Cc1cc(=O)n2nc(N3CCC(C(=O)Nc4ccc(C)c(Cl)c4)CC3)sc2n1
  10%, -4
(84) Cc1nc2ccn(Cc3cccnc3)c(=O)c2cc1C(=O)N1CCN(c2ccc(F)cc2)CC1
  4%, 0
(85) CCCCc1nn2c(=O)cc(COC(=O)c3cccc(NC(=O)COc4ccccc4)c3)nc2s1
  -8%, 31
(86) CCOC(=O)c1ccccc1NC(=O)CSc1ccc(-c2sc(C)nc2C)nn1
  -5%, 14
(87) CCOc1ccc(CCNC(=O)c2cc3sc(CC)cc3n2C)cc1OCC
  19%, -13
(88) COC(=O)c1c(C)oc2c1cc(NS(=O)(=O)c1c(C)cc(C)cc1C)c1ccccc12
  0%, 9
(89) Cc1cccc(NC(=O)/C(C#N)=C/c2ccc(C)o2)c1
  11%, 80
(90) CC(=O)c1ccc(NC(=O)CSC2=Nc3ccccc3N=C(c3ccc(F)cc3)C2)cc1
  -1%, 19
(91) CC1CC(=O)N(CC(=O)Nc2ccc(F)cc2F)c2ccccc2S1 (stereo not given)
  -1%, -7
(92) COc1ccc(CNC(=O)C(=O)Nc2cc(Cl)ccc2OC)cc1
  0%, -21
(93) O=C(Nc1nnc(S(=O)(=O)N2CCCc3ccccc32)s1)c1cccc(Cl)c1
  10%, ?
(94) Cc1ccc2c(Sc3ccc(Cl)cc3)c(C(=O)N3CCC(C)CC3)[nH]c2c1
  18%, 21
(95) CCCOc1ccc(-c2nc(SCC(=O)c3ccc(Cl)cc3)n[nH]2)cc1
  -4%, 23
(96) COc1ccc(NC(=O)C(=O)NCC(c2ccc3c(c2)OCO3)N2CCN(C)CC2)cc1 (stereo not given)
  6%, 0
(97) Cc1ccc(C(=O)N2CCN(c3cccc(Cl)c3)CC2)cc1-n1c(C)nc2cccnc21
  18%, 0
(98) Cc1ccc(-n2nc(C)c3c(C(=O)NCCc4ccc(S(N)(=O)=O)cc4)cc(C)nc32)cc1
  11%, 5
(99) CCC1CCCCN1CC(=O)Nc1cc(C)c2c(=O)oc3ccccc3c2n1 (stereo not given)
  12%, -1

# Record cards, from the list above:
# CCCOc1ccc(-c2nc(SCC(=O)c3ccc(Cl)cc3)n[nH]2)cc1 in the list: AmpC detergent = -4%; HCMV antiviral = 23
# CC1CC(=O)N(CC(=O)Nc2ccc(F)cc2F)c2ccccc2S1 (stereo not given) in the list: AmpC detergent = -1%; HCMV antiviral = -7

# These rows are one share of the data; count on the stated rates, not on these rows.
